PGK inhibitor: inhibitors of T. brucei phosphoglycerate kinase. P07378. PGK/GAPDH coupled, Kinase-Glo luminescence, 60 min. Potency, µM (highest dose often 57.5 µM), for inactives: top-dose activity change, negative = inhibition, hits mostly inhibitors. 380,000 compounds, 0.043% hits. AID 602233; note: potency is the fitted concentration of half-maximal effect; % is set by controls: 0 for no effect and ±100 for the full control effect; nearly all actives have a fitted effect of over 60% in size
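Recombinant glycosomal PGK reaction used 1,3-bisphosphoglycerate generated in-well by GAPDH (100nM final) in 100mM TEA pH 7.6, 5mM MgCl2, 0.01% Tween-20. After 60 minutes at room temperature, ATP was read by Kinase-Glo Plus luminescence end-point.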
PI4K2A inh: PI4K2A (human) kinase inhibition; purified PI4K2A, ADP-Glo luminescence, 1 h; stronger effect = lower value; activity change, negative = inhibition, % at 76.9 µM; 420,000 compounds, 0.13% hits; AID 1346378; in the data active = activity change below about -50%; inconclusive = mostly about -30% to -49%;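 note: -100% = wells without enzyme as full effect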
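In this quantitative HTS, ADP production by PI4K2A was quantified luminescently after 1 h at ambient temperature; 100 microM adenosine served as plate-quality control.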
JMJD2A Tudor inh: JMJD2A Tudor domain (human) inhibition. AID 504339. O75164. AlphaScreen JMJD2A-Tudor / H3K4me3 peptide binding. 390,000 compounds, 4.4% hits. Potency, µM (top dose mostly 114 µM), inactives show at the top dose activity change, negative = inhibition, usual class: inhibitors; note: potency is the fitted concentration of half-maximal effect; % is set by controls: 0 for no effect and ±100 for the full control effect; nearly all actives have a fitted effect of over 50% in size
Pin1 inh: inhibitors of human Pin1; Pin1 FP peptide displacement, HiFluor488, 10 min; Q13526; Potency, µM (series often up to 115 µM), without a hit: at the highest dose activity, negative = inhibition, most hits filed as inhibitors; 390,000 compounds, 0.009% hits; active = well fitted inhibition curve with a large enough effect in the polarisation, with a control signal flat, not every such curve was filed as active; inconclusive = small, poorly fitted or top-dose-only effect, or effect the other way, or a change in a side signal; inactive = no such curve, though single readings can be large or run the other way; the % refers to the polarisation; note: potency is the fitted concentration of half-maximal effect; % is set by controls: 0 for no effect and ±100 for the full control effect
G9a inh: inhibitors of human histone lysine methyltransferase G9a; G9a H3K9 monomethylation, AlphaScreen, 2 h; Potency, µM (top dose mostly 102 µM), without a hit: top-dose activity, negative = inhibition, actives largely listed as inhibitors; 350,000 compounds, 8.8% hits; AID 504332; note: potency is the fitted concentration of half-maximal effect; % is set by controls: 0 for no effect and ±100 for the full control effect; nearly all actives have a fitted effect of over 75% in size
Target sequence (Q96KQ7 913-1193 limits assumed): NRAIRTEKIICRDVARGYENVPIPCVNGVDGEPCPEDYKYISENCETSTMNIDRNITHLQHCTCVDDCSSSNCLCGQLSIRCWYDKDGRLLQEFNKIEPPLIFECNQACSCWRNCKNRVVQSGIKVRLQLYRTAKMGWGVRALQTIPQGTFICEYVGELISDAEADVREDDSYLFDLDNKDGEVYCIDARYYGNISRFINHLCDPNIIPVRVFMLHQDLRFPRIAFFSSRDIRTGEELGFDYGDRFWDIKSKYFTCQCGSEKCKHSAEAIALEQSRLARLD
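Chemiluminescent proximity detection of H3K9 monomethylation, read after 10 min bead incubation in the dark. Reaction: 20 nM G9a, 500 nM biotin-H3K9 peptide, 20 uM SAM cofactor, 2 h, room temperature, following 15 min enzyme-compound preincubation.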
BAZ2B inh: BAZ2B (human) inhibition. Potency, µM (highest dose often 114 µM), for inactives: at the highest dose activity change, negative = inhibition, usual class: inhibitors. AlphaScreen BAZ2B-H3K14Ac peptide displacement. 360,000 compounds, 4.4% hits. AID 504333; note: potency is the fitted concentration of half-maximal effect; % is set by controls: 0 for no effect and ±100 for the full control effect; nearly all actives have a fitted effect of over 60% in size
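AlphaScreen displacement of biotin-H3(5-23)K14Ac peptide (50 nM final) from BAZ2B (50 nM final) in PBS pH 7.4, 0.01% Tween-20; complex preformed 30 min RT, then compounds (top 110 uM) 30 min RT, beads 20 min dark.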
Pol eta inh: blocks human DNA polymerase eta activity. Q9Y253. recombinant Pol eta, fluorescent DNA replication assay. Potency, µM (highest dose often 114 µM), without a hit: at the top dose activity change, negative = inhibition, hits mostly inhibitors. 390,000 compounds, 1.2% hits. AID 588591; note: potency is the fitted concentration of half-maximal effect; % is set by controls: 0 for no effect and ±100 for the full control effect
Target sequence (Q9Y253 whole entry, looked up): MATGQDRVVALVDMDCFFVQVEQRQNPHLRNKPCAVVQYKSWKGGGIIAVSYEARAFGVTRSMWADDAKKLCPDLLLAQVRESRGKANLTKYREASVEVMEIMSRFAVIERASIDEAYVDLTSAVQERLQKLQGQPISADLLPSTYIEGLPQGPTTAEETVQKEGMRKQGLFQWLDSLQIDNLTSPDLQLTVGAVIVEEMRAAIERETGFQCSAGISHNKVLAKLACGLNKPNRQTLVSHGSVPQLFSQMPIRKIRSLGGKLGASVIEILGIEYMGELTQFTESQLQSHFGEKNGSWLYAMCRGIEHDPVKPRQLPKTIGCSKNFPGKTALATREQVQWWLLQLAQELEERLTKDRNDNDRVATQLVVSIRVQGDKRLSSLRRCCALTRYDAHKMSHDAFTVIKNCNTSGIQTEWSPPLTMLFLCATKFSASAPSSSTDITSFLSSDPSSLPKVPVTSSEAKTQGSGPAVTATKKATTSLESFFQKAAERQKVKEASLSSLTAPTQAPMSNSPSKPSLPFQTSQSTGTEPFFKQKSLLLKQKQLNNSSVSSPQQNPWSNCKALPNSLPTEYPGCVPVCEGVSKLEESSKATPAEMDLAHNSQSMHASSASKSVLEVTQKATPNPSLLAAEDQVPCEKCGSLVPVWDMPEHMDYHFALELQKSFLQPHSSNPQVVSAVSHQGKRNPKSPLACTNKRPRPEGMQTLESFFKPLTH
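Pol eta at 10 nM preincubated with compounds 15 min at room temperature; reaction started with fluorescent substrate (50 nM final) and read kinetically at 0 and 10 min.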
HP1b binding inh: blocks HP1-beta chromodomain binding to methylated histone tails; AID 540317; AlphaScreen HP1-beta / biotin-H3K9me3 peptide binding; Potency, µM (titrated, usually from 114 µM), inactives show top-dose activity change, negative = inhibition, usual class: inhibitors; P83916; 390,000 compounds, 0.56% hits; note: potency is the fitted concentration of half-maximal effect; nearly all actives have a fitted effect of over 70% in size; inactives centre near 23
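AlphaScreen: HP1-beta (50 nM) preformed 30 min with biotin-H3(1-18)K9me3 peptide (50 nM) in PBS pH 7.4, 0.01% Tween-20. Compound added for 30 min at RT, then streptavidin donor/nickel chelate acceptor beads (10 ug/mL) for 30 min.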
GLS inh: glutaminase GLS (human) inhibition; GLS enzymatic activity, qHTS titration; Potency, µM (series often up to 45.5 µM), inactives show at the highest dose activity change, negative = inhibition, usual class: inhibitors; 410,000 compounds, 0.21% hits; AID 624170; note: potency is the fitted concentration of half-maximal effect; % is set by controls: 0 for no effect and ±100 for the full control effect
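Two-point fluorescence kinetic (t0, 30 min RT) for hKGA; glutamate detected via glutamate oxidase–HRP–Amplex Red. Substrate: 1 mM L-glutamine solution; buffer 45 mM KH2PO4, pH 8.2.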
* = called active by the depositor; i = inactive; u = inconclusive; x = no result given; [ ] = remark or other dose. Unless noted, calls come from the whole dose curve; as a rule, active = well fitted curve in the direction sought with a large enough effect; inconclusive = small, poorly fitted or top-dose-only effect, or another doubt; inactive = no such curve, though single readings can be large; an effect the other way counts as inactive or inconclusive. Not all compounds are listed; the hit share may differ from the screen's.

SMILES	PGK inhibitor	PI4K2A inh	JMJD2A Tudor inh	Pin1 inh	G9a inh	BAZ2B inh	Pol eta inh	HP1b binding inh	GLS inh
Cc1cn2nc(N)c3ccccc3c2n1	4%	399	6%	2%	-78%	-5%	-10%	28%	5%
O=C(Cc1cccs1)NC1CC(=O)N(c2ccc(F)cc2)C1 (stereo not given)	7%	0	-6%	u	-3%[59 µM]	-2%	-3%	17%	-9%
CN1CCN(C2=C(Cl)C(=O)N(c3ccc(Cl)c(Cl)c3)C2=O)CC1	-2%	-5	22µM*	3%	32µM*	u	8%	42%[activator]	6%
Cc1ccc(-n2c(=O)c3sccc3n(CC(=O)NC3CCCC3)c2=O)cc1	-5%	-7	-12%	-2%	22%	2%	-5%	-20%	-15%
O=C(O)CC(SCC(=O)Nc1ccccc1)C(=O)O (stereo not given)	i	0	-3%	-10%	-28%	-6%	-12%	21%	0%
CC(=O)c1ccc(Nc2cc(C)nc3ncnn23)cc1	-4%	2	u	2%	-7%	-4%	0%	25%	0%
Cc1nc(-c2cc(C#N)c(=O)[nH]c2C)cs1	-1%	-5	-5%	-14%	u	-1%	-14%	2%	6%
COc1cccc(-c2csc(N3CCN(C(=S)Nc4cccc(C)c4)CC3)n2)c1	-3%	-1	u	u	u	-39%	-19%	-20%	8%
CCOc1ccc(CNC(=O)C(C)n2nc(C)c3c(C)n(-c4ccccc4)nc3c2=O)cc1 (stereo not given)	-7%	-4	-10%	-8%	10%	-1%	-16%	33%	1%
N#CCSc1nc2ccccc2c(=O)n1CCC(=O)NC1CCCCC1	-8%	-2	3%	4%	-7%[59 µM]	-24%	-9%	17%	0%
CS(=O)(=O)N1CCC(C(=O)NCc2ccc3c(c2)OCO3)CC1	0%	1	-19%	1%	x	0%	-16%	51%[activator]	-4%
Cn1c(N)c(C(=O)NCc2ccccc2Cl)sc1=S	-7%	-3	-15%	5%	-32%[12.7 µM]	-9%	-12%	-15%	2%
COc1cccc(-c2nc(CS(=O)(=O)CC(=O)Nc3ccccc3Cl)c(C)o2)c1	-10%	0	-10%	0%	15%	-16%	-10%	41%[activator]	1%
CCn1cc(/C=C/c2cc[n+](C)cc2)c2ccccc21	x	-10	-4%	u	-25%[2.33 µM]	u	-12%	42%[activator]	-4%
O=C(NC(NCC1CCCO1)C(Cl)(Cl)Cl)c1cccc2ccccc12 (stereo not given)	-1%	3	-6%	3%	38%[59 µM]	-5%	0%	36%[activator]	1%
O=C(O)C1CC=CCC1C(=O)NC1CCCCC1 (stereo not given)	-2%	0	6%	1%	0%	-13%	-18%	15%	-1%
Cc1ccccc1CNC(=O)C(=O)Nc1nccs1	-9%	-2	0%	1%	13µM*	x	-8%	27%	-2%
COc1ccc(N2CC(C(=O)OCC(=O)Nc3ccccc3C)CC2=O)cc1 (stereo not given)	i	2	6%	-5%	22%	1%	-1%	19%	0%
CN(C)c1ccc(NC(=O)COC(=O)CNC(=O)c2cccs2)cc1	11%	-3	u	-10%	-10%[12.7 µM]	u	-13%	-1%	39%[activator]
CCCN(CC(=O)Nc1ccccc1C)C(=O)c1cc(C)oc1C	-10%	1	-23%	0%	15%[59 µM]	4%	-11%	17%	-7%
CC(C)=CC(=O)OCC(=O)Nc1cc(C)ccc1C	-10%	-6	-5%	-3%	12%	-17%	-22%	44%[activator]	-9%
Cc1ccccc1-n1nc(C(=O)O)cc1-c1ccccc1	-4%	6	-10%	-18%	-47%[59 µM]	-2%	-11%	23%	-2%
COc1ccc(COC(=O)NC(C(=O)O)c2ccccc2)cc1 (stereo not given)	-2%	4	-10%	-10%	-3%[2.33 µM]	18%	-11%	39%[activator]	4%
O=C(OCc1ccc(F)cc1)c1cc(=O)c2ccccc2o1	-4%	10	-1%	4%	18%	4%	-5%	26%	-4%
CCOC(=O)N1CCN(C(=O)CCCn2c(=S)[nH]c3ccc(Br)cc3c2=O)CC1	12%	6	-13%	-2%	10µM*	-9%	-20%	24%	4%
c1ccc(CSc2nccc(-c3ccco3)n2)cc1	-1%	5	109%[activator]	8%	x	x	26%	130%[activator]	-6%
O=C(Nc1ncccc1O)c1ccc(Cl)c(S(=O)(=O)N2CCCC2)c1	-1%	-8	x	x	x	x	-8%	x	43%[activator]
O=c1c2cc(Br)ccc2[nH]c(=S)n1Cc1cccnc1	-5%	-3	-12%	0%	9%	0%	-13%	45%[activator]	3%
Cc1ccc(N=Cc2c(O)n(-c3nccs3)c(=O)c3ccccc23)c(C)c1	0%	-3	-14%	u	26%[59 µM]	9%	u	22%	-1%
CC(C)(C)[C@@H]1C=C(C(N)=O)O[C@H](OCCCCO)C1	-8%	-3	-10%	-5%	x	x	-8%	41%[activator]	-4%
CN(C)c1ccc(CN(Cc2ccco2)C(=O)c2ccco2)cc1	6%	3	32µM*	3%	45µM*	u	-2%	u	34%[activator]
Cc1cccc(OCC(=O)NCCNC(=O)c2ccco2)c1	-7%	-3	5%	2%	13%	2%	-18%	9%	-18%
O=C1C2CCCN2C(=O)N1CCN1CCN(c2ccccc2)CC1 (stereo not given)	-8%	-5	-17%	4%	9%[59 µM]	4%	-3%	35%	18%
CCCCn1c(SCC(=O)c2ccc(OCC)cc2)nc2cc(S(N)(=O)=O)ccc21	5%	-5	u	8%	u	0%	-18%	0%	1%
CCn1c(CNC(=O)c2ccco2)nnc1SCCOc1ccccc1	3%	4	-22%	6%	-12%	-7%	-8%	-6%	-15%
Cc1ccc(CNc2ccc3nnc(-c4ccccc4)n3n2)cc1	5%	-3	-30%	1%	-6%	-5%	u	30%	-9%
CCN(CC)S(=O)(=O)c1cc(C(=O)NC2=NCCS2)ccc1Cl	i	4	0%	-6%	-8%	3%	-8%	46%[activator]	-4%
O=C(NCCc1ccccc1)C(=O)Nc1nccs1	i	-5	-16%	-3%	u	-3%	-17%	20%	2%
O=C(O)c1ccc(Nc2ncnc3ccccc23)cc1	1%	-5	-28%	-6%	11%	-5%	-6%	13%	7%
CCc1ccc(S(=O)(=O)NCc2nc3cccnc3n2Cc2cccc(OC)c2)cc1	-12%	-3	-25%	6%	12%[59 µM]	-7%	-8%	15%[57 µM]	4%

Grouped by structure: those above with a thiophene ring, fused or not.
SMILES	PGK inhibitor	PI4K2A inh	JMJD2A Tudor inh	Pin1 inh	G9a inh	BAZ2B inh	Pol eta inh	HP1b binding inh	GLS inh
O=C(Cc1cccs1)NC1CC(=O)N(c2ccc(F)cc2)C1 (stereo not given)	7%	0	-6%	u	-3%[59 µM]	-2%	-3%	17%	-9%
Cc1ccc(-n2c(=O)c3sccc3n(CC(=O)NC3CCCC3)c2=O)cc1	-5%	-7	-12%	-2%	22%	2%	-5%	-20%	-15%
CN(C)c1ccc(NC(=O)COC(=O)CNC(=O)c2cccs2)cc1	11%	-3	u	-10%	-10%[12.7 µM]	u	-13%	-1%	39%[activator]

The results go on:
SMILES	PGK inhibitor	PI4K2A inh	JMJD2A Tudor inh	Pin1 inh	G9a inh	BAZ2B inh	Pol eta inh	HP1b binding inh	GLS inh
O=C(/C=C/c1ccccc1)NC(NC(=S)Nc1ccc(Cl)cc1Cl)C(Cl)(Cl)Cl (stereo not given)	i	-2	-29%	17%	-2%	-3%	-15%	u	-23%
CCC(c1ccccc1)C(CC)c1cc(O)c(O)c(O)c1 (stereo not given)	-9%	-6	-13%	1%	x	x	-21%	-9%[57 µM]	11µM*
Cc1cccc(Nc2nc3ccccc3s2)c1C	-3%	-7	-27%	0%	12%[59 µM]	6%	-18%	3%	11%
COc1ccc(C)cc1NC(=O)C1CCCN(S(=O)(=O)c2ccc3c(c2)oc(=O)n3C)C1 (stereo not given)	-3%	2	-14%	-6%	-4%[59 µM]	-8%	-16%	33%	-2%
CC(C)CN(C(=O)COC(=O)c1ccc2c(c1)NC(=O)CS2)C1CCS(=O)(=O)C1 (stereo not given)	-10%	-8	9%	-2%	u	12%	-8%	u	-2%
CN(Cc1ccccc1)c1ccc(-c2nc(-c3ccccc3)no2)cc1[N+](=O)[O-]	i	0	-9%	4%	u	-23%	-15%	30%	3%
O=C(NCCc1c[nH]c2ccccc12)C1CCN(S(=O)(=O)c2ccccc2F)CC1	-1%	0	-23%	-2%	0%	-18%	-20%	27%	-5%
O=C(CSCc1ccccc1)Nc1cccc(F)c1	7%	-4	45µM*	0%	9%[59 µM]	4%	-11%	22%	u
N/C(=N\OC(=O)Nc1ccccc1)c1ncc([N+](=O)[O-])s1	-2%	-1	-20%	2%	-16%	-17%	-19%	14%	-2%
CC(=O)c1ccc(NC(=O)CN2CCN(S(=O)(=O)c3ccc4ccccc4c3)CC2)cc1	-4%	6	-7%	u	u	4%	-14%	32%	-8%
CCOC(=O)C/C(N)=N/N(C)c1ncc(C(F)(F)F)cc1Cl	i	-11	-4%[11.4 µM]	-1%	54%[activator]	-16%	-24%	2%	10%
Cc1ccc(Nc2ncc(C(=O)Nc3ccc(F)cc3F)c3ccccc23)cc1Cl	-9%	-6	9%	21%	3%[59 µM]	5%	-18%	31%	-5%
Cc1cc(C(=O)NCC2CCCO2)sc1C (stereo not given)	-4%	2	-10%	3%	9%[0.501 µM]	-6%	-9%	18%	4%
Cc1oc(-c2ccccc2)nc1C(=O)OCC(=O)NC(=O)NCC(C)C	-2%	-3	-17%[57.1 µM]	8%	-4%	3%	u	53%[activator]	-8%
C#CCNC(=O)C1=C[C@H](c2ccc(Br)cc2)C[C@H](OCCCCO)O1	i	6	-6%	1%	u	-12%	2%	27%	0%

Screening results as filed in PubChem.
